From PubChem BioAssay
Bfl-1 displacement – Bfl-1 inhibitors, primary screen, biochemical, fluorescence polarization, FITC-Bid, mouse (AID 432). FITC-Bid BH3 peptide fluorescence polarization displacement; higher % means a stronger effect. actives 0.02% (n = 64,000). one-dose displacement, % at 20 µM; IC50 in µM for titrated hits; in the data active means a potency from the dose series; inactive means the rest, 99 in 100 with displacement below about 15%; further: strong numbers were not always called active
DPM-DC inhibit – inhibitors of Streptococcus pneumoniae diphosphomevalonate decarboxylase | purified DPM-DC, PK/LDH coupled NADH fluorescence | calls only at 10 µM | actives 0.49% (n = 65,000) | AID 556;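 active means the 320 compounds with the highest percent inhibition in the single-dose primary screen, excluding strongly autofluorescent ones, cut at about 32% in these data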;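 further: kinetic rate of NADH fluorescence loss reporting ADP formed by the decarboxylase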
PMK inhibit – S. pneumoniae PMK inhibition. actives 0.49% (n = 65,000). purified PMK, PK/LDH-coupled NADH absorbance 340 nm. inhibition, % at 10 µM;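 active means top-ranked compounds by inhibition in the single 10 µM screen, taking a fixed number of the strongest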;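 further: 0% = full reaction with DMSO carrier and 100% = background rate without enzyme reaction; no value below 0 was filed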
LYP phosphatase – inhibition of human PTPN22 tyrosine phosphatase – biochemical, DiFMUP fluorescence, recombinant catalytic domain, 10 µM, primary screen (AID 606). recombinant LYP catalytic domain, DiFMUP fluorescence; higher % means a stronger effect. inhibition, % at 10 µM; hits with a dose series show IC50 in µM. 52,000 tested, under 10 active;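 active means IC50 under 40 µM in the dose-response test; inactive means IC50 of 40 µM or more, or never dose-tested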
MK inhibit – inhibitors of Streptococcus pneumoniae mevalonate kinase | purified MK, PK/LDH-coupled NADH absorbance 340 nm | inhibition, % at 10 µM | actives 0.48% (n = 65,000);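 active means ranked among the strongest by inhibition in the single 10 µM screen, a fixed top-ranked set picked for dose follow-up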; further: no value below 0 was filed
Alkaline phosphatase – inhibition of tissue-nonspecific alkaline phosphatase – biochemical, luminescent (AID 518). purified TNAP enzyme, luminescent substrate readout; higher % means a stronger effect. actives 0.09% (n = 64,000). inhibition, % at 20 µM, or IC50 in µM where a hit was titrated; in the data active means a potency from the dose series; inactive means the rest, 99 in 100 with inhibition below about 22%;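 further: plate controls were vehicle for no effect and reference inhibitor for full effect; many of its hits are not listed in these tables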
KRASV12 cytotoxicity – viability loss of HPDE-C7K cells – cell-based, fluorescence, HTS, primary screen (AID 431); actives 1.7% (n = 63,000); cytotoxicity, % at 10 µM, or EC50 in µM where a hit was titrated; HPDE-C7K KRASV12 cells, Alamar Blue viability, 48 h; higher % means a stronger effect;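 active means compounds whose percent cytotoxicity in the single-dose primary screen, scaled between solvent and toxic-drug controls, exceeds 50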;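 further: 0% = DMSO solvent wells and 100% = doxorubicin-treated wells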
HPDE-C7 cytotoxicity – cytotoxicity in HPDE-C7 cells, cell-based, fluorescence, HTS (AID 430); cytotoxicity, % at 10 µM; hits with a dose series show EC50 in µM; HPDE-C7 pancreatic duct cells viability, fluorescence; higher % means a stronger effect; actives 1.8% (n = 63,000);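 further: cells exposed to compound for 48 hours before viability readout; 0% = vehicle and 100% = reference cytotoxic drug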
HT1080 cytotoxicity – cytotoxicity in HT1080 fibrosarcoma cells, cell-based, fluorescence readout (AID 620); HT1080 viability, fluorescence; higher % means a stronger effect; cytotoxicity, % at 10 µM; hits with a dose series show EC50 in µM; actives 0.42% (n = 87,000);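 further: cells exposed to compound overnight then 4 h with Alamar Blue; 0% = vehicle DMSO and 100% = killing control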
PMK inhibit pilot replicates – further read-out of PMK inhibit, marked with its call; inhibition, %; measured here: pilot screen replicates
MK inhibit pilot replicates – further read-out of MK inhibit, marked with its call; inhibition, %; measured here: pilot screen replicates
DPM-DC inhibit pilot screen % – further read-out of DPM-DC inhibit, marked with its call; inhibition, %; measured here: pilot screen trials
* = called active by the depositor; i = inactive; x = not tested or not shown. Unless noted, no stated cut-off is given here; in the data, active means cytotoxicity above about 50%; inactive means the rest.

SMILES	Bfl-1 displacement	DPM-DC inhibit	PMK inhibit	LYP phosphatase	MK inhibit	Alkaline phosphatase	KRASV12 cytotoxicity	HPDE-C7 cytotoxicity	HT1080 cytotoxicity	others
Clc1ccc2[nH]c3c(c2c1)CCc1cn[nH]c1-3	-3%	i	1	2%	4	3%	18µM*	15µM*	6%
CCN(CC)S(=O)(=O)c1ccc2oc(C(=O)N3CCOCC3)c(C)c2c1	-3%	i	18	8%	3	14%	9%	0%	6%	PMK inhibit pilot replicates=2.0;MK inhibit pilot replicates=4.5;DPM-DC inhibit pilot screen %=4.0
COc1ccc(S(=O)(=O)N2CCC(C(=O)NCc3ccco3)CC2)cc1	9%	i	0	-5%	4	18%	9%	10%	-2%	PMK inhibit pilot replicates=0.0;MK inhibit pilot replicates=0.0;DPM-DC inhibit pilot screen %=0.5
Brc1ccc(-c2nnc3sc(CN4CCc5ccccc5C4)cn23)cc1	-5%	i	11	x	6	-1%	-4%	-2%	7%
Cc1nc(N2CCN(Cc3ccccc3)CC2)nc2c1C(=O)CCC2	-8%	i	6	x	0	4%	-15%	-13%	3%
Cc1ccc(OCCN2C(=O)CSC2=O)cc1	-8%	i	10	x	7	-9%	-4%	-5%	-2%
C=CCOc1ccc(C(=O)N(Cc2ccc(N(C)C)cc2)C2CCS(=O)(=O)C2)cc1 (stereo not given)	-6%	i	8	8%	5	3%	-11%	-22%	5%
CCc1c(C)nc2[nH]nc(-c3ccccc3)n2c1=O	1%	i	17	-3%	4	11%	1%	2%	4%
Cc1ccc(C2=[N+]([O-])C3(CCCCC/C3=N\O)N(O)C2(C)C)o1 (stereo not given)	-4%	i	12	x	4	5%	-16%	-12%	-6%
O=C(CSc1ncccc1-c1nc2ccccc2[nH]1)NC1CC1	5%	i	18	-26%	7	13%	-5%	-4%	4%
O=C(C1CCC(=O)N1Cc1ccccc1Cl)N1CCN(c2cccc(Cl)c2)CC1 (stereo not given)	-1%	i	14	x	9	7%	-3%	-3%	20%
CC(C(=O)NCc1ccccc1)N1C(=O)CN(C)C(=O)c2ccccc21 (stereo not given)	4%	i	12	2%	4	4%	3%	-6%	3%
Cc1[nH]nc2c1C(=O)CCC2	2%	i	0	9%	10	16%	-7%	-13%	3%	PMK inhibit pilot replicates=0.0;MK inhibit pilot replicates=0.0;DPM-DC inhibit pilot screen %=0.0
Cc1ccc(S(=O)(=O)NCCc2ccncc2)cc1	4%	i	0	4%	0	8%	-9%	-17%	2%	PMK inhibit pilot replicates=0.0;MK inhibit pilot replicates=0.5;DPM-DC inhibit pilot screen %=0.5
COCc1nnc(NC(=O)CCC2CCCCC2)s1	-6%	i	3	-1%	0	7%	9%	5%	2%
CC1(C(=O)NC2CCCCC2)CCC(=O)N1Cc1cccnc1 (stereo not given)	-3%	i	0	15%	3	-5%	-1%	-17%	5%
CN1CC2=Cc3ccccc3OC23Oc2ccccc2C=C3C1	6%	i	6	x	4	11%	61%*	58%*	52%*
CNC(=O)c1ccc(OCc2ccccc2)c(OC)c1	0%	i	2	9%	4	8%	2%	-3%	x
CCn1c(SCC(=O)OCc2ccccc2)nnc1-c1ccco1	-8%	i	10	11%	9	6%	-16%	0%	-11%
CC(C)(C)NC(=O)Cn1c(SCC(=O)N2CCCCCC2)nc2ccccc21	-1%	i	13	10%	12	8%	0%	0%	19%

12 entries already listed, ordered by length of the SMILES, ascending.
SMILES	Bfl-1 displacement	DPM-DC inhibit	PMK inhibit	LYP phosphatase	MK inhibit	Alkaline phosphatase	KRASV12 cytotoxicity	HPDE-C7 cytotoxicity	HT1080 cytotoxicity	others
Cc1ccc(OCCN2C(=O)CSC2=O)cc1	-8%	i	10	x	7	-9%	-4%	-5%	-2%
COCc1nnc(NC(=O)CCC2CCCCC2)s1	-6%	i	3	-1%	0	7%	9%	5%	2%
Cc1ccc(S(=O)(=O)NCCc2ccncc2)cc1	4%	i	0	4%	0	8%	-9%	-17%	2%	PMK inhibit pilot replicates=0.0;MK inhibit pilot replicates=0.5;DPM-DC inhibit pilot screen %=0.5
Clc1ccc2[nH]c3c(c2c1)CCc1cn[nH]c1-3	-3%	i	1	2%	4	3%	18µM*	15µM*	6%
CCn1c(SCC(=O)OCc2ccccc2)nnc1-c1ccco1	-8%	i	10	11%	9	6%	-16%	0%	-11%
O=C(CSc1ncccc1-c1nc2ccccc2[nH]1)NC1CC1	5%	i	18	-26%	7	13%	-5%	-4%	4%
Cc1nc(N2CCN(Cc3ccccc3)CC2)nc2c1C(=O)CCC2	-8%	i	6	x	0	4%	-15%	-13%	3%
Brc1ccc(-c2nnc3sc(CN4CCc5ccccc5C4)cn23)cc1	-5%	i	11	x	6	-1%	-4%	-2%	7%
COc1ccc(S(=O)(=O)N2CCC(C(=O)NCc3ccco3)CC2)cc1	9%	i	0	-5%	4	18%	9%	10%	-2%	PMK inhibit pilot replicates=0.0;MK inhibit pilot replicates=0.0;DPM-DC inhibit pilot screen %=0.5
CCN(CC)S(=O)(=O)c1ccc2oc(C(=O)N3CCOCC3)c(C)c2c1	-3%	i	18	8%	3	14%	9%	0%	6%	PMK inhibit pilot replicates=2.0;MK inhibit pilot replicates=4.5;DPM-DC inhibit pilot screen %=4.0
Cc1ccc(C2=[N+]([O-])C3(CCCCC/C3=N\O)N(O)C2(C)C)o1 (stereo not given)	-4%	i	12	x	4	5%	-16%	-12%	-6%
C=CCOc1ccc(C(=O)N(Cc2ccc(N(C)C)cc2)C2CCS(=O)(=O)C2)cc1 (stereo not given)	-6%	i	8	8%	5	3%	-11%	-22%	5%

Continued.
SMILES	Bfl-1 displacement	DPM-DC inhibit	PMK inhibit	LYP phosphatase	MK inhibit	Alkaline phosphatase	KRASV12 cytotoxicity	HPDE-C7 cytotoxicity	HT1080 cytotoxicity	others
CCCc1nnc(NC(=O)C(C)N2C(=O)C3C4C=CC(C4)C3C2=O)s1 (stereo not given)	3%	i	1	x	9	5%	-10%	-9%	2%
CCOC(=O)c1ccc(NC(=O)NCCN2CCCCC2)cc1	-7%	i	0	x	4	12%	7%	3%	0%
CCC(Oc1ccc2c(c1)C(=O)CC(C)(C)O2)C(=O)NCCN1CCCCCC1 (stereo not given)	2%	x	10	-4%	23	6%	6%	-3%	1%
Nn1c(SCC(=O)NC2CCCCC2)nnc1-c1ccc(Cl)cc1	-7%	i	10	11%	7	10%	-16%	-14%	-1%	PMK inhibit pilot replicates=0.0;MK inhibit pilot replicates=0.0;DPM-DC inhibit pilot screen %=0.5
O=C(CCC1CCCCC1)Nc1c2c(nn1-c1ccc(F)cc1)CS(=O)(=O)C2	-3%	i	19	8%	0	1%	x	x	-1%
CCN(CC)S(=O)(=O)N1CCC(C(=O)NCCN2CCOCC2)CC1	-4%	i	20	-1%	0	4%	-6%	-1%	2%
CC(C)[C@@H]1N[C@]2(C(=O)Nc3ccccc32)[C@@H]2C(=O)N(c3cccc(C(F)(F)F)c3)C(=O)[C@@H]21	-2%	i	10	x	7	10%	-18%	-38%	2%
COC(=O)C1=C(C)Nc2ncnn2C1c1ccccn1 (stereo not given)	-5%	i	5	-8%	4	10%	-10%	-14%	2%
COc1ccc2cc(CN(Cc3cccnc3)S(=O)(=O)c3ccccc3)c(=O)[nH]c2c1	-6%	i	11	10%	7	11%	18%	5%	24%
Cn1c(=O)c2[nH]c(CNCc3ccccc3Cl)nc2n(C)c1=O	x	i	14	-5%	5	x	x	x	-2%
C=CCNC(=O)NC(=S)c1ccccc1	-2%	i	2	-8%	2	5%	-6%	-11%	5%
O=S1(=O)N=C(N2CCOCC2)c2ccccc21	-3%	i	17	-2%	8	3%	9%	4%	-1%
O=C(Cn1ccc2ccccc2c1=O)NCCC(=O)N1CCN(c2cccc(C(F)(F)F)c2)CC1	-1%	i	13	12%	4	5%	-7%	2%	10%
CCCn1c(NC(=O)C2CCN(S(=O)(=O)c3cccs3)CC2)nc2ccccc21	-5%	i	17	-4%	0	-2%	12%	8%	-5%
CCNc1nc(NC(C)C)nc(OCCNS(=O)(=O)c2cc(C)ccc2C)n1	-6%	i	15	7%	15	8%	31%	5%	20%
C=C1C2(C(=O)NCc3ccco3)CCC(C2)C1(C)C (stereo not given)	6%	i	9	10%	7	8%	-12%	-2%	21%
COc1cccc(C(=O)NC2(C(F)(F)F)N=C3SCCN3C2=O)c1 (stereo not given)	-3%	i	16	3%	15	7%	-9%	-5%	6%
Oc1cccc(Nc2ncnc3ccccc23)c1	2%	i	12	-6%	10	14%	4%	4%	6%
Cc1ccc(CN2C(=O)CCC2C(=O)NCc2ccco2)cc1 (stereo not given)	6%	i	10	4%	13	7%	-7%	-12%	-1%
CCCn1c(C)cc(=O)c2cc(NC(=O)c3cnccn3)ccc21	0%	i	13	7%	0	8%	2%	5%	12%
CCOC(=O)c1c(NC(=O)CSc2nnc(Cc3csc(N)n3)n2C)sc(C)c1C	-2%	i	4	10%	7	-4%	0%	7%	6%
Cc1cccc(N2CCN(C(=O)C3CCCN(S(=O)(=O)c4c(C)noc4C)C3)CC2)c1C (stereo not given)	4%	i	6	-1%	1	8%	2%	-2%	x	PMK inhibit pilot replicates=1.5;MK inhibit pilot replicates=0.0;DPM-DC inhibit pilot screen %=0.0
COC(=O)C1=C(N)N(c2ccc(F)cc2)C2=C(C(=O)CCC2)C1c1ccc2c(c1)OCO2 (stereo not given)	6%	i	1	4%	6	6%	2%	1%	-5%
O=C(CC1(O)C(=O)Nc2ccccc21)c1ccc(-n2cccc2)cc1 (stereo not given)	3%	i	0	-5%	4	11%	-26%	-21%	-37%
C=CCn1c(N)c(C(=O)OCC(C)C)c2nc3ccccc3nc21	-8%	x	1	x	7	5%	26%	20%	11%
COc1ccc(S(=O)(=O)N2CCCN(CC(=O)C(C)(C)C)CC2)cc1	2%	i	7	-1%	7	8%	-15%	-18%	1%
COc1ccc(S(=O)(=O)N2CCN(C3CCN(Cc4ccccc4)CC3)CC2)cc1	14%	i	8	13%	9	6%	16%	25%	-11%
CCc1sc(C(=O)NC)cc1Br	3%	i	7	6%	11	11%	-3%	0%	1%
COc1ccc(OCC(=O)Nc2ccc(S(=O)(=O)Nc3cc(C)nc(C)n3)cc2)cc1	-2%	i	0	7%	3	8%	0%	-25%	5%
Cc1nnc2c(-c3ccccc3)nc3ccccc3n12	6%	i	6	x	7	12%	-25%	-8%	-9%
COCCCNC(=O)CSC1=Nc2ccccc2C2=NC(CC(=O)NCc3ccccc3)C(=O)N12 (stereo not given)	-5%	i	16	15%	13	9%	4%	-7%	10%
COC(=O)c1c(NC(=O)c2nc3ncccn3n2)sc(C(=O)N(C)C)c1C	-4%	i	16	4%	9	2%	10%	3%	2%
CCN(CC)C(=O)c1sc2nc(-c3ccc(OC)cc3)cn2c1C	-3%	i	10	-2%	2	4%	-12%	-18%	15%
CC(Oc1ccccc1)C(=O)NC1CC(C)(C)NC(C)(C)C1 (stereo not given)	-1%	i	11	9%	6	6%	3%	-18%	0%	PMK inhibit pilot replicates=5.0;MK inhibit pilot replicates=0.0;DPM-DC inhibit pilot screen %=0.0

Hits appear at their usual frequency, and some 3.3% of all compounds hit somewhere here.
